# HTR5A ag ctr = HTR5A agonists in luminescence cell assay, primary screen, counter-screen for OPRM1-OPRD1 heterodimer agonist project, full-deck HTS; 5-hydroxytryptamine receptor 5A (Homo sapiens), P47898; cell-based; activation, % at 9.3 µM; 340,000 compounds, 0.61% hits; AID 504692, 2011; in the data active = activation mostly above about 9.5%, no sharp cut-off; inactive = mostly below about 7.6%;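 also: 0% = cells with vehicle only and 100% = reference agonist; strong numbers were not always called active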
# dFosB act = activators of delta FosB homodimer, primary screen, biochemical, fluorescence polarization, TAMRA-CDK5 oligo, single point; purified delta FosB; percent of positive-control signal above neutral wells; activation, % at 25 µM; 340,000 compounds, 0.99% hits;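 active = mean activation above about 17%, with every replicate also reaching it, limit read from the data, passing the limit was not always enough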;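 also: fluorescence polarization rise as delta FosB binds a TAMRA Cdk5 AP-1 oligo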
# NSD2 inh = NSD2 histone methyltransferase inhibitors, primary screen, biochemical, AlphaScreen, single concentration, set 2; Histone-lysine N-methyltransferase NSD2 (Homo sapiens), O96028; NSD2 peptide methylation, 120 min; inhibition, % at 12.5 µM; 310,000 compounds, 0.54% hits; AID 743445, 2014; in the data active = inhibition above about 50%
# Target sequence (O96028 whole entry, looked up): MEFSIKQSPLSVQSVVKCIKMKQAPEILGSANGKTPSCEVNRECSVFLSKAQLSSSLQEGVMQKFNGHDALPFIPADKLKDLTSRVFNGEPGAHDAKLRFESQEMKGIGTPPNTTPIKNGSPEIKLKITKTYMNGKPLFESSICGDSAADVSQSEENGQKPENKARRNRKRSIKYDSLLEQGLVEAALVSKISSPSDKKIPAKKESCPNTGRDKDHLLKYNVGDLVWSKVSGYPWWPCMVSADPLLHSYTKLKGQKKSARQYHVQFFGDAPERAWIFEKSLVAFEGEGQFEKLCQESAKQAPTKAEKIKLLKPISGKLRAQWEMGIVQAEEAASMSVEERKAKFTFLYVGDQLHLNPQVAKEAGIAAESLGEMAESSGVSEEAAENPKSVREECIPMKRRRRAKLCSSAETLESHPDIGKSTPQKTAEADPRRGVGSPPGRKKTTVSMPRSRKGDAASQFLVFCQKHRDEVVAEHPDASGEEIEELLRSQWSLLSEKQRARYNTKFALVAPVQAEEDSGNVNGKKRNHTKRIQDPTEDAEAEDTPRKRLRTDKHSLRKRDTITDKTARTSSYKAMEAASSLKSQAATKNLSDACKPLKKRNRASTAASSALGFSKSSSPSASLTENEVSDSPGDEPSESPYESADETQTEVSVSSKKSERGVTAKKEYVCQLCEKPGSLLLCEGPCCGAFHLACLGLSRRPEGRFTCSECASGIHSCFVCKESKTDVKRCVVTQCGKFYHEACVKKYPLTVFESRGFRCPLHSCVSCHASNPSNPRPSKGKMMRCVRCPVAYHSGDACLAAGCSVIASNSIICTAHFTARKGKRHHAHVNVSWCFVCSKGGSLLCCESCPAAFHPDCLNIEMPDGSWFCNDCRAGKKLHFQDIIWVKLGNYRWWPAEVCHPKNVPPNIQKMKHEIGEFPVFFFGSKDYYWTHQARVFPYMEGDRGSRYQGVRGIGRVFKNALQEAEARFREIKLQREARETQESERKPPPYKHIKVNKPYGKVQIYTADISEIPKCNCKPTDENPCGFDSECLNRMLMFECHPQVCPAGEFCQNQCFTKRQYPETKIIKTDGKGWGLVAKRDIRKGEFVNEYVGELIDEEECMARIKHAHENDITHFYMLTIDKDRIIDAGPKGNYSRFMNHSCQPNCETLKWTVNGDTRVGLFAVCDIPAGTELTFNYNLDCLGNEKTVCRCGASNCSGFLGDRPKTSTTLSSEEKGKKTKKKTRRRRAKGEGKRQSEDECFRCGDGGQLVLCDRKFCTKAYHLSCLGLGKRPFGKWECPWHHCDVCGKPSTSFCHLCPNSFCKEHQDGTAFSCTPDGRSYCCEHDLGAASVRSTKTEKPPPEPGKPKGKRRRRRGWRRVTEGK
# MITF TRPM1 HTS = activators of MITF-driven TRPM1 promoter reporter, primary screen, cell-based, SK-MEL-5, luciferase, single point | SK-MEL-5 TRPM1-promoter luciferase, 24 h; % of positive control, neutral wells = 0 | activation, % at 12.5 µM | 300,000 compounds, 0.75% hits | AID 588334, 2011;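 active = mean activation of at least 80% with every replicate also reaching 80%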;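 also: 0% = neutral control wells and 100% = parthenolide positive control wells; values of inactives mirror those of a sister screen read the other way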
# HTR5A inv ctr = HTR5A inverse agonists in luminescence cell assay, primary screen, counter-screen for OPRM1-OPRD1 heterodimer inverse agonist project, full-deck HTS. 5-hydroxytryptamine receptor 5A (Homo sapiens), P47898. HTR5A cell line, inverse agonism. inhibition, % at 9.3 µM. 340,000 compounds, 0.083% hits. AID 504634, 2011; in the data active = inhibition mostly above about 23%, no sharp cut-off; inactive = mostly below about 18%;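 also: 0% = cells with DMSO and 100% = no-cell wells with DMSO; some compounds called inactive have numbers as strong as hits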
# V-ATPase pHluor = regulators of yeast V-ATPase proton pumping, primary screen, pHLuorin cytosolic pH fluorescence. AID 504577, 2011. S. cerevisiae. 350,000 compounds, 0.37% hits. response, % at 10 µM; in the data active = response mostly above about 7.3%, no sharp cut-off; inactive = mostly below about 5.4%; also: actives read high; inactives centre near 0; some compounds called inactive have numbers as strong as hits; reference of the scale not given here
# Wnt act = Wnt/beta-catenin pathway activators, primary screen, cell-based, plate reader, single point | Wnt/beta-catenin reporter cell assay, activator | activation, % at 9.35 µM | 300,000 compounds, 1.2% hits; in the data active = activation above about 30%, passing the limit was not always enough;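 also: 0% = neutral control wells and 100% = positive control wells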
# SR-BI HDL uptake = inhibitors of SR-BI mediated HDL lipid uptake, primary screen, ldlA[mSR-BI] cells, fluorescence, single point; Scavenger receptor class B member 1 (Mus musculus), Q61009; ldlA[mSR-BI] CHO cells, DiI-HDL uptake fluorescence, 3 h; inhibition, % at 12.5 µM; 320,000 compounds, 0.96% hits;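 active = mean replicate inhibition of at least 70% and a set share of replicates each scoring 70 or more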;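 also: 0% = median of neutral control wells and 100% = median of positive control wells; values of inactives mirror those of a sister screen read the other way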
# PvdQ inh = P. aeruginosa PvdQ acylase inhibitors, primary screen, biochemical, fluorescence, plate reader and imaging, single point. PvdQ acylase [Pseudomonas aeruginosa LESB58]. purified PvdQ acylase. inhibition, % at 10 µM. 340,000 compounds, 0.063% hits. AID 488965, 2010; in the data active = inhibition above about 30%, passing the limit was not always enough;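 also: 0% = vehicle neutral wells and 100% = reference inhibitor wells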
# CDK5 inh = inhibitors of human CDK5/p35 kinase, primary screen, biochemical, single concentration; Recombinant CDK5/p35, ADP-Glo luminescence, 60 min; inhibition, % at 10 µM; AID 488839, 2010; 330,000 compounds, 0.01% hits;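 active = highest replicate inhibition of at least 50% and at least 75% of replicates reaching 50%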;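 also: plate controls were DMSO neutral control for no effect and GW8510 at 10 µM for full effect; many of its hits are not listed in these tables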
# * marks the source's active call; other numbers are inactive results; x = no result given.
canonical_smiles	CDK5 inh	NSD2 inh	HTR5A inv ctr	HTR5A ag ctr	SR-BI HDL uptake	dFosB act	PvdQ inh	Wnt act	V-ATPase pHluor	MITF TRPM1 HTS
CCCCc1nnc(NC(=O)C2CCN(c3ncnc4sc(C)c(C)c34)CC2)s1	0.6	-1.5	-18.8	7.7	18.1	-3.5	9.7	-0.5	0.0	7.1
CC1CCCN(c2nc3c(c(=O)n(C)c(=O)n3C)n2CCSc2nc3ccccc3s2)C1 (centres undefined)	-1.8	x	-2.3	2.1	17.6	-6.8	-6.5	-0.6	1.6	18.4
Cc1cc(C#Cc2c(-c3ccccc3)n(C)c3ccccc23)ccc1F	1.0	x	-13.3	1.4	55.0	4.8	-5.9	-7.2	-3.9	-4.5
CCOC(=O)C1CCN(C(=O)c2ccc3c(=O)n4nc(Nc5cc(C)ccc5C)sc4nc3c2)CC1	-0.6	1.8	-15.2	0.8	6.3	14.7	4.1	-0.5	-3.5	1.3
CCCc1cc(NC(=O)COC(=O)c2nccnc2N)n(-c2ccccc2)n1	1.8	1.4	-3.6	1.0	-7.7	-10.0	-12.0	0.4	-0.6	9.1
COc1ccc(/C=N/N2CCN(Cc3ccc(C)cc3)CC2)cc1Br	-0.6	8.5	-13.8	3.9	13.6	1.9	-14.3	0.5	-2.7	x
Cc1ccc(C(=O)NC(=S)Nn2cnnc2)cc1	3.1	-0.2	-2.3	1.6	-20.3	2.0	-9.2	-1.4	-0.5	1.4
Oc1cccc2ccc(N3CCOCC3)nc12	3.8	-3.2	26.1	-7.0	1.1	-1.8	-9.0	5.5	-0.7	18.3
CC(C)NC(=S)N/N=C/c1ccc(C(C)(C)C)cc1	2.3	0.2	-0.2	0.1	2.2	-18.1	-2.2	-2.1	-2.8	16.8
COC(=O)c1nn(-c2ccccc2)c(Cl)c1/C=N/OCc1ccc(C)cc1	0.3	3.2	4.3	4.4	34.4	-6.5	-2.7	x	4.3	-4.9
CCC(=O)Nc1nc2ccccc2n1Cc1ccc(Cl)cc1	-2.0	-3.4	-38.1	13.9*	-14.3	-1.8	10.2	-0.3	2.7	0.2
CCOC(=O)N1CCN(C(=O)COc2ccc3c(c2)C(=O)CC(C)(C)O3)CC1	1.0	x	-7.4	-0.7	x	-1.0	-11.1	3.0	-4.7	9.0
COc1ccccc1OCCn1cc(C=O)c2ccccc21	1.8	-0.8	-3.3	0.9	18.9	1.9	-20.8	0.5	-1.8	7.2
O=C(O)c1ccc2c(=O)n(-c3ccccc3)c(=S)[nH]c2c1	0.4	5.1	3.1	-1.1	-20.3	-5.2	-6.4	-0.4	2.2	-3.1
c1ccc(-c2nc(CSc3nnnn3-c3ccccc3)cs2)cc1	0.4	-2.1	-8.4	0.8	-5.0	2.4	1.5	x	-3.3	-3.3
Oc1ccc(/C=N/NC(=S)Nc2cccnc2)c(O)c1O	10.8	x	-14.9	5.0	-3.7	-4.6	-18.3	1.7	3.4	-26.6
CC(=O)c1ccc(Nc2nc(-c3cccnc3)cs2)cc1	0.5	-1.8	2.3	6.5	36.6	0.1	-15.5	4.2	-2.0	x
O=C(c1ccc(S(=O)(=O)N2CCCC2)cc1)N1CCCc2ccccc21	-0.7	8.3	-0.2	0.1	77.5*	-10.3	3.4	-2.5	-0.8	x
Cc1csc2c(N3CCN(C(=O)Nc4ccc(OC(F)(F)F)cc4)CC3)ncnc12	-1.5	0.6	12.6	5.7	8.8	-14.1	-13.8	-0.3	-1.8	7.2
COc1cccc(CN(C)C(=O)c2ccc(NS(=O)(=O)c3ccc4[nH]c(=O)[nH]c4c3)cc2)c1OC	-1.0	4.7	2.0	1.7	-20.6	-12.1	-9.1	0.4	0.9	2.3
CC1CCCC(C)N1CC(O)COC1CCC(C(C)(C)C)CC1 (centres undefined)	-1.8	-3.5	7.4	-0.2	-37.7	5.4	-13.0	-2.3	1.4	x
CC(=O)NCC(=O)NC1(C(=O)NC2CCCC2)CCCCC1	1.9	-3.2	7.7	-2.2	-7.6	-2.7	-3.6	x	-1.5	x
Cn1c(N)cc(=O)[nH]c1=S	0.8	-0.5	-8.1	2.0	12.0	0.4	-17.6	0.2	0.9	2.7
Cc1cc(NC(=O)CN2C(=O)NC3(CCCCCC3)C2=O)ccc1Br	0.0	-3.4	2.3	0.8	5.0	-15.4	-9.6	-5.4	1.9	28.8
COc1ccc2c(c1)C(C)CC(C)(C)N2C(=O)Nc1ccccc1 (centres undefined)	3.2	x	-31.3	8.3	-6.8	-6.7	-10.3	0.3	5.8	x
O=C(CCCC(=O)N(CC(=O)NC1CCCC1)c1cccc(F)c1)Nc1ccccn1	-0.1	-2.2	-0.2	0.1	1.1	-10.6	-11.1	0.5	-0.2	-1.6
O=C(/C=C/c1ccc2c(c1)OCO2)NCCSCc1c(Cl)cccc1Cl	x	-0.2	9.1	-0.7	14.5	-1.2	-7.1	x	0.1	-5.3
CCOC(=O)C1=C(C)N(C)C(=O)NC1c1ccccc1OC (centres undefined)	-1.2	-1.3	3.8	-1.6	8.6	2.7	-7.3	x	-3.7	-1.2
COc1ccc(C2=NCC(CSc3nnc(-c4ccc5c(c4)OCO5)o3)S2)cc1 (centres undefined)	0.1	-4.3	13.6	1.3	10.7	-1.4	-11.9	7.7	2.8	9.7
CN(C(=O)c1ccccc1C(=O)OCC(=O)NCc1cccs1)C1CCCCC1	-0.8	0.4	-18.1	3.3	-2.3	-11.2	9.0	-2.4	-1.5	-9.1
CCCCN(C(=O)CN1CCOCC1)c1c(N)n(CC(C)C)c(=O)[nH]c1=O	0.7	-1.0	-14.0	-1.9	3.3	3.3	7.7	-1.8	0.1	2.6
O=C(Nc1ccccc1C(=O)Nc1ccccn1)c1cc(F)c(F)cc1Cl	0.2	19.6	-5.0	-2.3	27.1	-1.9	3.4	-0.5	4.4	-1.4
Cc1cccc(NC(=S)NN(Cc2ccccc2)c2ccccc2)c1C	-0.5	6.4	17.8	1.6	6.2	-9.8	-4.8	2.3	0.8	4.3
Cc1ccccc1OC/C(O)=C(\C#N)c1nc2ccccc2[nH]1	0.5	-5.5	-23.3	4.6	-2.0	7.6	-6.6	x	-0.7	-10.9
O=C1c2cccc3c([N+](=O)[O-])ccc(c23)C(=O)N1O	3.0	10.2	-0.3	0.1	3.1	-4.8	-9.5	2.2	-4.2	-46.3
O=c1n(Cc2ccccc2Cl)nc2n1-c1ccccc1SC2	0.9	-3.1	11.0	3.2	33.4	-3.3	-6.9	28.5	0.8	33.3
CC(=O)Nc1sc(-c2ccccc2)nc1-c1ccccc1	-3.3	-3.6	-22.4	1.3	17.4	-2.0	-7.0	-0.3	2.0	0.9
Cc1ccc2c(c1)[nH]c1c(=O)n(CCCN3CCOCC3)cnc12	-1.3	1.2	5.6	-2.6	-26.5	-5.8	-5.3	x	7.0	-9.8
CCN(CC)C(=O)Cn1cc(/C=C(\C#N)C(=O)N2CCN(c3ccccc3)CC2)c2ccccc21	1.1	4.3	-28.1	5.3	66.1	-7.2	-11.7	x	-1.4	5.8
O=C(Nc1ccccc1)Nc1cc(Cl)cc(Cl)c1	-1.2	-1.9	8.7	-1.5	43.7	-1.7	-15.5	x	0.3	-3.2
Cc1ccc(Cl)cc1N(C(=O)c1csnn1)C(C(=O)NC1CCCC1)c1ccco1 (centres undefined)	-1.7	-4.2	-5.2	1.8	x	-3.4	-8.6	-4.9	5.7	5.7
Cc1ccc(OCC(O)CNCc2ccccc2)cc1C (centres undefined)	-1.6	-1.2	-9.3	3.6	-3.5	-8.6	-9.0	-2.8	0.2	-4.5
O=C(COC(=O)CCC(=O)c1cccs1)Nc1ccccc1[N+](=O)[O-]	-5.3	-2.7	-3.9	1.6	-4.7	3.3	5.7	-0.2	6.3	-14.0
O=C(c1cccc(S(=O)(=O)N2CCc3ccccc3C2)c1)N1CCN(c2ccccc2)CC1	1.8	-0.1	1.3	-0.4	8.3	-7.2	-6.4	0.2	2.2	7.3
Cc1ccc([C@@H]2CC=C(C(=O)O)[C@H](c3ccc(Br)cc3)N2S(=O)(=O)c2ccccc2C)cc1	-1.6	x	-13.4	3.6	-12.0	-2.5	-8.4	-4.4	0.4	-0.3
O=C(Nc1ccc(N2CCN(C(=O)c3ccccc3)CC2)cc1)c1cc2ccccc2o1	-1.1	3.0	-29.8	5.2	61.3	2.5	-11.6	-1.9	-2.9	-70.5
O=C(Nc1nnc(-c2ccc(Br)cc2)o1)c1cccc(N2C(=O)CCC2=O)c1	1.5	1.1	26.8	-10.9	11.1	-8.1	-8.1	-2.2	-3.7	-8.8
C/C(=N\O)C(C)/[N+]([O-])=C/c1nc(C)c(C)n1O (centres undefined)	0.3	-0.9	-0.2	4.2	-28.5	0.2	10.7	x	-1.3	1.9
CCCC(C)n1[nH]c(=O)c2c(C)cc(C)nc21 (centres undefined)	0.7	0.2	3.7	-1.3	-10.1	2.4	-7.3	x	-0.6	-17.0
Cc1nnc(SCC(=O)Nc2ccc(Cl)cn2)s1	1.4	-4.9	1.6	-0.6	-11.4	-5.5	-6.0	-0.2	-1.4	-4.7
CC(C)(C)CC(C)(C)NCC(O)COCCOc1ccc(Br)cc1 (centres undefined)	0.3	-0.5	6.9	7.3	18.6	-1.6	-14.5	x	-2.6	-84.1
CC1(C)CC(=O)C(C=NCCN2CCN(C(=S)NC3CCCCC3)CC2)=C(O)C1	0.6	-0.8	10.2	-0.7	-10.7	-1.0	7.4	-2.5	-2.1	0.1
COc1ccc(OC)c(/C=N\NC(=O)CSc2nnc(CCCc3ccc(OC)c(C)c3)o2)c1	-0.2	0.3	-9.9	-4.2	51.6	-0.1	-7.5	x	0.1	1.1
Cc1ccccc1Nc1nc(N)nc(CSc2nc3ccccc3s2)n1	-3.9	-0.9	1.6	-0.6	23.6	0.5	-10.3	-3.4	-2.2	25.4
Cc1cc(OC(=O)C(C)(C)C)c([N+](=O)[O-])c(=O)[nH]1	-0.4	0.0	-3.7	1.3	-6.1	-13.6	-4.6	1.9	4.2	-5.3

# Ordered by length of the SMILES (lowest first): three of the compounds above
canonical_smiles	CDK5 inh	NSD2 inh	HTR5A inv ctr	HTR5A ag ctr	SR-BI HDL uptake	dFosB act	PvdQ inh	Wnt act	V-ATPase pHluor	MITF TRPM1 HTS
CC(C)(C)CC(C)(C)NCC(O)COCCOc1ccc(Br)cc1 (centres undefined)	0.3	-0.5	6.9	7.3	18.6	-1.6	-14.5	x	-2.6	-84.1
Cc1ccc(Cl)cc1N(C(=O)c1csnn1)C(C(=O)NC1CCCC1)c1ccco1 (centres undefined)	-1.7	-4.2	-5.2	1.8	x	-3.4	-8.6	-4.9	5.7	5.7
COc1ccc(OC)c(/C=N\NC(=O)CSc2nnc(CCCc3ccc(OC)c(C)c3)o2)c1	-0.2	0.3	-9.9	-4.2	51.6	-0.1	-7.5	x	0.1	1.1

# Source: PubChem
